Source: PubChem (several laboratories)
OPRM1-OPRD1 inv = mu-delta opioid heterodimer inverse agonism; P35372+P41143; cell-based MOR-DOR heterodimer luminescence; inhibition, % at 9.3 µM; 340,000 tested, 0.21% active; AID 504357; in the data active = inhibition above about 22%, passing the limit was not always enough;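 also: 0% = cells with DMSO and 100% = wells without cells with DMSO; values of inactives mirror those of a sister screen read the other way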
Target sequence (P35372 whole entry, looked up): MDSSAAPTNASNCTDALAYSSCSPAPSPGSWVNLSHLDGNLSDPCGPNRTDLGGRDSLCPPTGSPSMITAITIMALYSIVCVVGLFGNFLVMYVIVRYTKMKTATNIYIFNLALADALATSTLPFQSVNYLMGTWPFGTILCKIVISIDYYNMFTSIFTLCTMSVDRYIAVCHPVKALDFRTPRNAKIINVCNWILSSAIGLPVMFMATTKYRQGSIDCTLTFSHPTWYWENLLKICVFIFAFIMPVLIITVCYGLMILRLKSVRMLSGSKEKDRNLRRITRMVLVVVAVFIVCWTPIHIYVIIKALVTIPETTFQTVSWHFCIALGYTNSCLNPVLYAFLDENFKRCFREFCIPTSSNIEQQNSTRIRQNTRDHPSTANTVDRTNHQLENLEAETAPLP
Target sequence (P41143 whole entry, looked up): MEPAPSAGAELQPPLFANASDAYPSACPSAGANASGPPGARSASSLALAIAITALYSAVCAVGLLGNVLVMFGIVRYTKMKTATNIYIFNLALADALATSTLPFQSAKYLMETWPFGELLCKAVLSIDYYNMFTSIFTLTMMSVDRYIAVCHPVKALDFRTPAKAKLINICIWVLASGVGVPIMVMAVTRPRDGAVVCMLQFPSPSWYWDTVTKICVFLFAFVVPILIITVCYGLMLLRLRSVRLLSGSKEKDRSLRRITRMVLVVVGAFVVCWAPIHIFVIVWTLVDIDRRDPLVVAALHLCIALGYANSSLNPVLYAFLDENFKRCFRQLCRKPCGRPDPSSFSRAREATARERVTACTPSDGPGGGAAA
Cardiac RTF inh = cardiac RTF calcium desensitization; P19429+P45379; IANBD-labeled cardiac RTF, Ca2+ fluorescence; inhibition, % at 7.15 µM; 340,000 tested, 0.12% active; AID 493244;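 active = inhibition above the mean inhibition of all tested compounds plus 3 SD, cut at about 17% in these data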;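 also: assay run at fixed EC70 calcium of 1.6 mM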
V-ATPase pH = alters yeast V-ATPase proton transport | S. cerevisiae, pHLuorin cytosolic pH fluorescence | response, % at 10 µM | 350,000 tested, 0.37% active; in the data active = response mostly above about 7.3%, no sharp cut-off; inactive = mostly below about 5.4%; also: actives read high; inactives centre near 0; some compounds called inactive have numbers as strong as hits; reference of the scale not given here
CAL-PDZ inh HTS = inhibitors of human CAL PDZ peptide binding | Q9HD26 | purified CAL PDZ, TMR-peptide fluorescence polarization, 1 h | inhibition, % at 24.9 µM | 300,000 tested, 0.92% active;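 active = mean inhibition of at least 30% with at least half of replicates also reaching 30%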;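 also: 0% = DMSO neutral control and 100% = excess unlabeled competitor peptide PRC23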
MOR-DOR ag = OPRM1-OPRD1 heterodimerization agonism; P35372+P41143; cells, luminescence; activation, % at 9.3 µM; 340,000 tested, 0.3% active; AID 504326; in the data active = activation above about 18%;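 also: 0% = vehicle-treated cells and 100% = reference agonist; values of inactives mirror those of a sister screen read the other way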
HTR5A inv ag = inverse agonist of human HTR5A in OPRM1-OPRD1 counter-screen. HTR5A cell line, luminescence, inverse agonism. P47898. 340,000 tested, 0.083% active. inhibition, % at 9.3 µM; in the data active = inhibition mostly above about 23%, no sharp cut-off; inactive = mostly below about 18%;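 also: 0% = cells with DMSO and 100% = no-cell wells with DMSO; some compounds called inactive have numbers as strong as hits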
LANA DNA inh = inhibitors of KSHV LANA C-terminal domain DNA binding | MBP-C-LANA/FAM-LBS DNA binding, fluorescence polarization | inhibition, % at 9 µM | 340,000 tested, 0.078% active | AID 504423;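 active = highest replicate inhibition at or above 60% at 9 µM, even if other replicates fall short; inactive = all replicates below 60% inhibition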;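 also: 0% = neutral control wells and 100% = 4 µM acridine orange control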
Keap1-Nrf2 PPI = Keap1-Nrf2 (human) interaction inhibition; Q14145; Keap1 Kelch-Nrf2 peptide fluorescence polarization, 1536-well; inhibition, % at 9.4 µM; 340,000 tested, 0.15% active; AID 504523; in the data active = inhibition above about 12%;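 also: human Keap1 Kelch domain with fluorescein labeled Nrf2 9mer peptide probe; 0% = neutral control wells and 100% = peptide positive control; higher means more block of Keap1 binding to Nrf2 peptide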
RTF Ca sens act = cardiac RTF calcium sensitization | 340,000 tested, 0.24% active | activation, % at 7.2 µM | IANBD-labeled TnC RTF fluorescence at EC20 calcium; 0% EC20 calcium, 100% full calcium;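 active = activation above the mean over all tested compounds plus 3 SD, cut at about 30% in these data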;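 also: rise in fluorescence read as greater calcium sensitivity of cardiac thin filaments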
HTR5A ag = HTR5A agonism, opioid heterodimer counter-screen. AID 504692. activation, % at 9.3 µM. P47898. HTR5A agonist assay, luminescence, cell-based. 340,000 tested, 0.61% active; in the data active = activation mostly above about 9.5%, no sharp cut-off; inactive = mostly below about 7.6%;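 also: 0% = cells with vehicle only and 100% = reference agonist; strong numbers were not always called active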
* = called active by the depositor; / = not tested or not shown.

SMILES	OPRM1-OPRD1 inv	Cardiac RTF inh	V-ATPase pH	CAL-PDZ inh HTS	MOR-DOR ag	HTR5A inv ag	LANA DNA inh	Keap1-Nrf2 PPI	RTF Ca sens act	HTR5A ag
Cc1ccc(NC(=O)[C@H](C)NC(=O)C2CCN(C(=O)[C@H](CC(C)C)NC(=O)OC(C)(C)C)CC2)cc1	-1	-7	1	-6	0.3	-2	-2.2	-1	-3	1
CCCSCCCNC(=O)Cn1cc2c(n1)CCCCC2	10	-2	2	/	-1.9	12	-2.0	-2	12	-4
CCc1ccccc1NC(=O)N1CCc2ccccc2C1	15	-1	3	-5	-4.5	3	-1.1	0	4	0
COc1ccc(CNC(C)CCc2ccccc2)cc1 (stereo not drawn)	4	2	-1	-2	-0.7	-18	1.9	-5	-5	5
Cc1ccc(C)c(Cn2c(CO)nc3ccccc32)c1	12	2	3	1	-3.0	4	-1.9	3	-2	-2
CCOc1ccc(NC(=S)N(CCCN2CCCC2)Cc2cccn2Cc2ccc(Cl)cc2)cc1	3	3	-2	-6	-0.6	-2	2.7	1	0	1
CC(=O)Nc1c([N+](=O)[O-])cc(C)c(Cl)c1[N+](=O)[O-]	9	-1	1	3	-1.9	10	-0.2	-1	-2	-1
CC1CN(Cc2ccccc2)C(C)CC1O (stereo not drawn)	4	-2	2	0	-0.8	15	-0.1	3	3	-2
COc1ccc(/C=C(/NC(=O)c2cccs2)C(=O)Nc2ccc(C)cc2)cc1OC	11	-3	2	5	-2.4	-3	1.6	0	1	2
COCCCNC(=O)Cn1cnc2c(OCc3ccccc3)ncnc21	/	-5	-2	-2	/	/	-0.4	-2	4	/
CC1CCc2c(sc(NC(=O)CSc3nc4c(c(C(F)(F)F)n3)CCc3ccccc3-4)c2C(N)=O)C1 (stereo not drawn)	5	2	0	-1	-1.1	-29	1.4	-4	5	-3
Cc1csc(Sc2ccc(S(=O)(=O)N3CCCC3)cn2)n1	4	12	1	-6	-0.7	-1	-1.3	-5	-4	1
COc1ccc(NC2CCCN(C(=O)c3cccnc3)C2)cc1 (stereo not drawn)	6	4	-1	-2	-1.1	-26	-0.8	-2	-1	-2
Cc1nnc(SCCCN2C(=O)c3ccccc3C2=O)o1	8	2	3	-1	-1.4	-1	3.6	-4	0	-5
COc1ccc(-c2nc(CSCC(=O)NCc3ccc4c(c3)OCO4)c(C)o2)cc1	12	-5	-2	/	-2.1	-18	-0.5	-1	-6	0
CCc1ccc(OCCn2ccnc2)cc1	15	-17	-4	-1	-3.0	-4	0.7	-3	2	1
Cc1ccc(N(CC(=O)N/N=C/c2ccc(OC3CSC3)cc2)S(=O)(=O)c2ccccc2)c(C)c1	8	11	4	-2	-1.6	-8	-2.6	-2	2	2
COc1ccc(NC(=S)NNC(=O)CCn2cc([N+](=O)[O-])cn2)cc1	10	-3	5	1	-2.1	2	0.1	-2	8	-1
COc1cccc(OCc2cc(C(=O)NC(C)c3cnn(C)c3C)no2)c1 (stereo not drawn)	-11	-6	4	/	2.2	-1	0.9	-2	7	5
COc1cccc(-n2c(=O)n(Cc3ccccc3)c(=O)c3[nH]cnc32)c1	26	3	3	-6	-5.0	-14	-0.5	-3	8	-9
COCCn1nnnc1CN1CCN(c2cccc(C(F)(F)F)c2)CC1	14	-4	1	-3	-3.2	18	1.7	-2	-2	-8
COc1ccc2[nH]c(C(=O)N(C)c3ccc(F)cc3F)cc2c1	4	-3	11	0	-0.9	9	-0.3	4	8	10
CC/C(=C\c1ccc(N(C)C)cc1)c1ccncc1	1	0	6	-2	-0.2	-8	0.2	-4	1	2
COc1ccccc1CC(=O)NNC(=O)c1ccc(C(C)(C)C)cc1	9	-9	2	0	-2.8	19	0.0	-9	-2	8

10 entries from above, ordered by count of non-hydrogen atoms, falling:
SMILES	OPRM1-OPRD1 inv	Cardiac RTF inh	V-ATPase pH	CAL-PDZ inh HTS	MOR-DOR ag	HTR5A inv ag	LANA DNA inh	Keap1-Nrf2 PPI	RTF Ca sens act	HTR5A ag
CC1CCc2c(sc(NC(=O)CSc3nc4c(c(C(F)(F)F)n3)CCc3ccccc3-4)c2C(N)=O)C1 (stereo not drawn)	5	2	0	-1	-1.1	-29	1.4	-4	5	-3
Cc1ccc(N(CC(=O)N/N=C/c2ccc(OC3CSC3)cc2)S(=O)(=O)c2ccccc2)c(C)c1	8	11	4	-2	-1.6	-8	-2.6	-2	2	2
COc1ccc(-c2nc(CSCC(=O)NCc3ccc4c(c3)OCO4)c(C)o2)cc1	12	-5	-2	/	-2.1	-18	-0.5	-1	-6	0
COc1cccc(OCc2cc(C(=O)NC(C)c3cnn(C)c3C)no2)c1 (stereo not drawn)	-11	-6	4	/	2.2	-1	0.9	-2	7	5
COCCCNC(=O)Cn1cnc2c(OCc3ccccc3)ncnc21	/	-5	-2	-2	/	/	-0.4	-2	4	/
COc1ccccc1CC(=O)NNC(=O)c1ccc(C(C)(C)C)cc1	9	-9	2	0	-2.8	19	0.0	-9	-2	8
COc1ccc2[nH]c(C(=O)N(C)c3ccc(F)cc3F)cc2c1	4	-3	11	0	-0.9	9	-0.3	4	8	10
Cc1nnc(SCCCN2C(=O)c3ccccc3C2=O)o1	8	2	3	-1	-1.4	-1	3.6	-4	0	-5
CC/C(=C\c1ccc(N(C)C)cc1)c1ccncc1	1	0	6	-2	-0.2	-8	0.2	-4	1	2
CCc1ccc(OCCn2ccnc2)cc1	15	-17	-4	-1	-3.0	-4	0.7	-3	2	1

Remaining list, next part
SMILES	OPRM1-OPRD1 inv	Cardiac RTF inh	V-ATPase pH	CAL-PDZ inh HTS	MOR-DOR ag	HTR5A inv ag	LANA DNA inh	Keap1-Nrf2 PPI	RTF Ca sens act	HTR5A ag
Cc1ccc(N(C(=O)c2sc(C)nc2C)C(C(=O)NCc2ccco2)c2ccccc2)cc1 (stereo not drawn)	-6	11	3	-4	1.0	-4	-1.6	0	-3	2
CN(C)c1ccc2c3c(ccc(N(C)C)c13)COC2	9	-5	-2	-3	-1.8	5	0.4	-3	8	5
Cc1cccc(OCC(=O)Nc2ccc3c(c2)nc(CCN2CCN(C)CC2)n3C)c1	22	-1	-1	-7	-3.6	-19	-2.0	-3	6	-2
CC(C)NC(=O)c1ccc(S(=O)(=O)N(C)C)cc1	0	-18	5	/	0.0	22	0.4	-7	5	0
COc1cccc(N2CCN(C(=O)CCc3nnc4ccc(N5CCCC5)nn34)CC2)c1	14	-5	4	-4	-2.7	-10	0.9	-2	-2	3
C#CCOCCOCCOCCNc1nc(N2CCN(C(=O)C(CCC(=O)O)n3cc(C(N)CC(C)C)nn3)CC2)nc(N2CCN(C(=O)C(Cc3cc4ccccc4[nH]3)n3cc(C(N)Cc4ccc(O)cc4)nn3)CC2)n1 (stereo not drawn)	10	4	2	1	-1.8	1	1.4	-13	8	0
CCC(C)CCN1C(Nc2ccccc2)=NC[C@@H]1Cc1ccccc1 (stereo partly drawn)	11	-4	-2	4	-2.0	13	-0.3	-2	-1	-1
CCOC(=O)c1cn2nc(Oc3ccc(NC(C)=O)cc3)ccc2n1	14	2	0	-6	-2.7	4	2.2	-2	5	-1
CCOc1ccc(CCNC(=O)C2=C(C)C(=O)OC23CCC(C)CC3)cc1OCC (stereo not drawn)	-24	-3	11*	2	3.3	9	-0.6	3	-2	-3
COc1ccc(CN2C(=NC(=O)C3CCCO3)SC3CS(=O)(=O)CC32)cc1OC (stereo not drawn)	4	4	1	0	-0.8	4	0.7	-7	1	2
COc1cccc(OCC(O)CN2CCN(c3ncccn3)CC2)c1 (stereo not drawn)	6	-3	2	0	-1.1	7	-1.3	-4	7	-3
Cc1[nH]c(=O)[nH]c(=O)c1S(=O)(=O)Nc1ccc(F)cc1Cl	4	-7	-1	-2	-0.8	12	-0.8	-5	-5	-3
COc1cc(NC(=S)N2CCN(CCO)CC2)c(OC)cc1Cl	-1	-11	-3	5	0.1	-10	0.3	-8	-2	4
N#CCC(=O)Nc1ccc(C(=O)OCC(=O)NCCCc2ccccc2)cc1	1	-2	-3	0	-0.2	6	0.0	-1	0	-2
CCC(Oc1ccccc1)C(=O)Nc1ccsc1C(=O)OC (stereo not drawn)	-32	2	1	1	5.8	34	0.1	-1	-3	-2
CC1CCCC(C)N1C(=O)COc1ccc(C(=O)Nc2ccccc2N2CCOCC2)cc1 (stereo not drawn)	3	-7	-3	4	-0.7	17	-0.8	-5	3	0
O=C(C(NS(=O)(=O)c1cccs1)c1ccccc1)N1CCN(c2ccccc2)CC1 (stereo not drawn)	18	-3	0	9	-3.6	-12	0.8	2	-1	-4
CC1CN(C(=O)C(C)N2CCN(c3cccc(Cl)c3)CC2)CC(C)O1 (stereo not drawn)	1	6	0	2	-0.1	-4	-0.7	-4	-2	2
Cc1cc(C(=O)Oc2ccccc2C(=O)O)c(C)o1	10	0	-1	-2	-1.6	-20	-0.7	3	-3	6
O=C(NCCOc1ccccc1)c1ccc2n[nH]nc2c1	8	10	2	0	-1.9	-7	0.0	4	3	3
COc1ccc(Cl)cc1NC(=O)CCCC(=O)c1ccccc1	19	-1	-1	-7	-4.1	11	1.3	-2	1	-3
CC(C)NC(=O)NC(=O)COC(=O)/C=C/c1ccccc1[N+](=O)[O-]	10	3	-2	-3	-2.1	-2	0.0	-2	7	1
Cc1ccc(C(=O)Nc2c(C)cc(-c3ccc(Cl)cc3)oc2=O)cc1	-5	2	-4	0	1.1	-6	-0.2	0	-2	4
Cc1ccc(-c2nc3cccnc3o2)cc1NC(=O)COc1ccc(Cl)cc1C	13	3	-1	-2	-2.2	-7	2.2	1	-9	3

Just Cardiac RTF inh, CAL-PDZ inh HTS and V-ATPase pH, for some of the entries so far:
| canonical_smiles | Cardiac RTF inh | CAL-PDZ inh HTS | V-ATPase pH |
| --- | --- | --- | --- |
| Cc1ccc(-c2nc3cccnc3o2)cc1NC(=O)COc1ccc(Cl)cc1C | 3 | -2 | -1 |
| Cc1cc(C(=O)Oc2ccccc2C(=O)O)c(C)o1 | 0 | -2 | -1 |

Next part:
SMILES	OPRM1-OPRD1 inv	Cardiac RTF inh	V-ATPase pH	CAL-PDZ inh HTS	MOR-DOR ag	HTR5A inv ag	LANA DNA inh	Keap1-Nrf2 PPI	RTF Ca sens act	HTR5A ag
O=C(CSc1nnc(-c2ccncc2)o1)Nc1nncs1	-11	1	-3	/	1.3	0	-1.7	-2	-1	5
CCOc1ccc(S(=O)(=O)Nc2cc(SCC(=O)O)c(O)c3ccccc23)cc1	-48	6	1	6	10	-2	1.4	-59	-2	0
COc1ccc(C(=O)N2CCCC(C(N)=O)C2)cc1S(=O)(=O)N1CCOCC1 (stereo not drawn)	10	-10	3	2	-2.7	12	-1.6	2	2	-2
O=C(O)COc1ccc(Br)cc1/C=N/O	4	-5	-2	-4	-0.7	8	-0.7	-2	1	3
